Assay outcomes: PubChem, National Center for Advancing Translational Sciences (NCATS)
GLS inhibitor: glutaminase GLS (human) inhibition; O94925; GLS enzymatic activity, qHTS titration; Potency, µM (top dose mostly 45.5 µM), inactives show top-dose activity change, negative = inhibition, hits mostly inhibitors; 410,000 tested, 0.21% active; AID 624170; also: potency is read from the fitted curve at half-maximal effect; % is scaled to controls: 0 for no effect and ±100 for the full control effect
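hKGA in 45 mM KH2PO4 (pH 8.2), 0.02% Tween-20 with compound, then 1mM L-Glutamine (stock as added) plus glutamate oxidase/HRP/Amplex red coupling mix. Fluorescence read initially and after 30 min at RT; signal change reflects glutamate formation.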
PGK inhibitor: T. brucei PGK inhibition; PGK/GAPDH coupled, Kinase-Glo luminescence, 60 min; Potency, µM (highest dose often 57.5 µM), for inactives: at the highest dose activity change, negative = inhibition, hits mostly inhibitors; 380,000 tested, 0.043% active; also: potency is read from the fitted curve at half-maximal effect; % is scaled to controls: 0 for no effect and ±100 for the full control effect; nearly all actives have a fitted effect of over 60% in size
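Luminescent ATP detection (Kinase-Glo Plus) follows a 60-minute room-temperature incubation, with wells lacking PGK as controls. Buffer: 100 mM TEA (pH 7.6), 5 mM MgCl2, 0.01% Tween-20. Coupling enzyme GAPDH (100 nM final) supplies unstable 1,3-BPG in-well.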
rTrxR1 inhibitor: blocks rat thioredoxin reductase 1; O89049; recombinant rTrxR1, NADPH fluorescence consumption, selenite substrate; Potency, µM (series often up to 114 µM), without a hit: at the highest dose activity change, negative = inhibition, actives largely listed as inhibitors; 390,000 tested, 1% active; also: potency is read from the fitted curve at half-maximal effect; % is scaled to controls: 0 for no effect and ±100 for the full control effect; nearly all actives have a fitted effect of over 65% in size
Target sequence (O89049 whole entry, looked up): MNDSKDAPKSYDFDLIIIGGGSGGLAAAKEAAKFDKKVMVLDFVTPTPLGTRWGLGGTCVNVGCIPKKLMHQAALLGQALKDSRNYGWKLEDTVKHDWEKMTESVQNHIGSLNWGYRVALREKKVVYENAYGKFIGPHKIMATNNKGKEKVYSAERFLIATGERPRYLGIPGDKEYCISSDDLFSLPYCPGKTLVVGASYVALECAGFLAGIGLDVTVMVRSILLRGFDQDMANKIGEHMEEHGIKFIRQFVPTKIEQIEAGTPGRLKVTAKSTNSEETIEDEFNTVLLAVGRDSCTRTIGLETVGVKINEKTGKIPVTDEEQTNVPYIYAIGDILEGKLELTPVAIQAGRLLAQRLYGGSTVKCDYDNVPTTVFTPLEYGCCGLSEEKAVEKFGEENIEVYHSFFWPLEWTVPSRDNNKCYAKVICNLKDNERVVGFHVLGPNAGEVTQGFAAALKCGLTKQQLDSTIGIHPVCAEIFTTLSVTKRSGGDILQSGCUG
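Rat TrxR1 (90 nM in the dispensed reagent) was pre-reduced with 400 uM NADPH for 5 min at room temperature, then incubated with compound for 15 min. After 400 uM selenite was added, NADPH fluorescence (Ex 340/Em 450 nm) was followed for 8 min.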
TrxR1 substrate: substrates of rat thioredoxin reductase 1. O89049. purified TrxR1 substrate turnover, NADPH consumption readout. Potency, µM (top dose mostly 114 µM), inactives show at the highest dose activity change, negative = substrate turnover. 390,000 tested, 0.01% active. AID 588456; also: potency is read from the fitted curve at half-maximal effect; % is scaled to controls: 0 for no effect and ±100 for the full control effect; nearly all actives have a fitted effect of over 50% in size
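Rat TrxR1, dispensed at 90 nM, was prereduced with 400 uM NADPH (final) for 5 min at ~22 deg C, then incubated with compound 15 min before 400 uM selenite. A first-read NADPH fluorescence drop versus no-compound background flagged substrates.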
Pin1 inhibitor: human Pin1 inhibition | Q13526 | Pin1 FP peptide displacement, HiFluor488, 10 min | Potency, µM (titrated, usually from 115 µM), without a hit: top-dose activity, negative = inhibition, hits mostly inhibitors | 390,000 tested, 0.009% active | AID 504891; active = well fitted inhibition curve with a large enough effect in the polarisation, with a control signal flat, not every such curve was filed as active; inconclusive = small, poorly fitted or top-dose-only effect, or effect the other way, or a change in a side signal; inactive = no such curve, though single readings can be large or run the other way; the % refers to the polarisation; also: potency is read from the fitted curve at half-maximal effect; % is scaled to controls: 0 for no effect and ±100 for the full control effect
mIDH1 inhibitor: inhibitors of human mutant IDH1 R132H | 390,000 tested, 0.093% active | AID 602179 | O75874 | Potency, µM (doses to about 76.6 µM), for the others: at the highest dose activity change, negative = inhibition, hits mostly inhibitors | IDH1-R132H enzyme, NADPH consumption, diaphorase/resazurin fluorescence; also: potency is read from the fitted curve at half-maximal effect; % is scaled to controls: 0 for no effect and ±100 for the full control effect; nearly all actives have a fitted effect of over 65% in size
Target sequence (O75874 whole entry R132H, stated change not applied): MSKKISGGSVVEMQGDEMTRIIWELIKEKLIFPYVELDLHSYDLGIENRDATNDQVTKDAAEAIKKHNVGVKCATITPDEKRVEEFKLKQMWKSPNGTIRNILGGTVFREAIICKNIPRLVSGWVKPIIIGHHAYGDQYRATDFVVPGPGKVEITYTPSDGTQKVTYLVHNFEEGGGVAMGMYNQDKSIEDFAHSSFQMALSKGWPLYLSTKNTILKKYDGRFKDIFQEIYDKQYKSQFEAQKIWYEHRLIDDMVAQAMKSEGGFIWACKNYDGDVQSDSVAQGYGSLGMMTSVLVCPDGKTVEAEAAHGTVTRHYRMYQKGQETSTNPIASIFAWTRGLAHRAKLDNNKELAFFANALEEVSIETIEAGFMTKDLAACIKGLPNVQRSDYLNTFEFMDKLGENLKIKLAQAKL
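IDH1-R132H (0.5 ug/mL) preincubated 30 min with compound, then NADPH (0.016 mM) and alpha-KG (2 mM) added; 80 min at RT, pH 7.5. Remaining NADPH coupled via diaphorase/resazurin to fluorescence (540/590 nm); concentration-response curves normalized to no-enzyme control.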
USP1-UAF1 inh: USP1/UAF1 (human) deubiquitinase inhibition | O94782 | Potency, µM (highest dose often 57.1 µM), inactives show at the highest dose activity change, negative = inhibition, most hits filed as inhibitors | recombinant USP1/UAF1, Ub-Rhodamine cleavage fluorescence | 390,000 tested, 0.23% active; also: potency is read from the fitted curve at half-maximal effect; % is scaled to controls: 0 for no effect and ±100 for the full control effect; nearly all actives have a fitted effect of over 60% in size; inactives centre near -12
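USP1/UAF1 complex at 1 nM was preincubated with compound for 15 min at room temperature, then Ub-Rho substrate (150nM final) was added. Fluorescence (480/540 nm) was read kinetically, 6 reads every 60 seconds.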
PI4K2A inh: PI4K2A (human) kinase inhibition | purified PI4K2A, ADP-Glo luminescence, 1 h; hits give low values | activity change, negative = inhibition, % at 76.9 µM | 420,000 tested, 0.13% active | AID 1346378; in the data active = activity change below about -50%; inconclusive = mostly about -30% to -49%;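 also: -100% = wells without enzyme as full effect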
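PI4K2A activity was measured by ADP-Glo luminescence: enzyme (4 ug/mL stock) and phosphatidylinositol (1.2 mM stock) in Tris pH 7.5/MgCl2/EGTA/Triton X-100 buffer were reacted with ATP (300 microM stock) for one hour at ambient temperature.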
HP1b chromo inh: HP1-beta chromodomain-methylated histone interaction inhibition; P83916; 390,000 tested, 0.56% active; Potency, µM (series often up to 114 µM), inactives show at the top dose activity change, negative = inhibition, hits mostly inhibitors; AlphaScreen HP1-beta / biotin-H3K9me3 peptide binding; also: potency is read from the fitted curve at half-maximal effect; nearly all actives have a fitted effect of over 70% in size; inactives centre near 23
Target sequence (P83916 whole entry, looked up): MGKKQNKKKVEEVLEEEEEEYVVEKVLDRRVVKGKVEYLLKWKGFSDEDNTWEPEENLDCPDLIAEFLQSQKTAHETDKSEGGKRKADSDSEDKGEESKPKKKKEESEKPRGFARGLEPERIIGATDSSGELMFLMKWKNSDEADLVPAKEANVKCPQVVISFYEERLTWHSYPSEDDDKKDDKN
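Compound inhibition of the preformed complex between 50 nM HP1-beta and 50 nM biotinylated H3K9me3 peptide was read by AlphaScreen. Buffer was PBS pH 7.4 with 0.01% Tween-20. Incubations ran 30 min at room temperature, with 10 ug/mL donor/acceptor beads.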
Active calls of the source: *; i = inactive; ? = inconclusive; . = not tested or not shown; & = joins results of further samples; [ ] = dose if it differs, or a comment. Unless noted, calls follow the shape of the dose curve; as a rule, active = well fitted curve in the direction sought with a large enough effect; inconclusive = small, poorly fitted or top-dose-only effect, or another doubt; inactive = no such curve, though single readings can be large; an effect the other way counts as inactive or inconclusive. A portion of the library (hit frequency here may not be typical).

Preview (two entries):
SMILES	GLS inhibitor	PGK inhibitor	rTrxR1 inhibitor	TrxR1 substrate	Pin1 inhibitor	mIDH1 inhibitor	USP1-UAF1 inh	PI4K2A inh	HP1b chromo inh
COC(=O)c1cc(OC)c(OC)cc1NCC(=O)Nc1cccc(C(F)(F)F)c1	17%	i	-28%	19%	0%	1%	-20%	2	-8%
COc1ccc(NC(=O)c2sc3nc(-c4cc5ccc(OC)cc5oc4=O)[nH]c(=O)c3c2C)cc1	-3%	i	7%	1%	-8%	4%	-4%	-1	14%

Results, previewed entries included:
SMILES	GLS inhibitor	PGK inhibitor	rTrxR1 inhibitor	TrxR1 substrate	Pin1 inhibitor	mIDH1 inhibitor	USP1-UAF1 inh	PI4K2A inh	HP1b chromo inh
COC(=O)c1cc(OC)c(OC)cc1NCC(=O)Nc1cccc(C(F)(F)F)c1	17%	i	-28%	19%	0%	1%	-20%	2	-8%
COc1ccc(NC(=O)c2sc3nc(-c4cc5ccc(OC)cc5oc4=O)[nH]c(=O)c3c2C)cc1	-3%	i	7%	1%	-8%	4%	-4%	-1	14%
COc1nc(N)c(S(=O)(=O)c2ccc(C)cc2)cc1C#N	-5%	-4%	21%	24%	?	-2%	-19%	-2	36%
CCCCn1c(N)c(NCC(C)C)c(=O)[nH]c1=O	3%	-1%	-3%[57.1 µM]	18%	-24%	4%	-5%	-1	9%
CCCc1cc(=O)[nH]c2nnc(SCC(=O)Nc3nccs3)n12	1%	-5%	5%[57.1 µM]	2%[57.1 µM]	-1%	0%	-9%	-5	31%
COc1ccc(NC(=O)c2ccc3[nH]c(C)cc(=O)c3c2)cc1	-4%	2%	1%	-6%	-1%	-14%	6%	0	36%
C=C(C)C(=O)Nc1cccc(C(C)=O)c1	141%[activator]	-19%	10%	8%	10%	3%	-10%	4	-32%
O=C(CSCc1cccc(Cl)c1)OCc1nc2ccsc2c(=O)[nH]1	4%	-4%	18%[57.1 µM]	0%[57.1 µM]	-4%	-5%	-1%	-1	25%
Cn1nnnc1-c1cc(Br)ccc1NC(=O)c1ccccc1	-2%	i	-10%	-7%	-7%	0%	-5%	8	43%
O=C(N/N=C/c1cn[nH]c1-c1ccc(F)cc1)c1ccncc1	0%	-7%	-4%[57.1 µM]	0%[57.1 µM]	-2%	9%	-7%	2	17%
Cc1ccc(C)c(N2CCN(C(=O)c3nn(C)c4c3CS(=O)(=O)c3ccccc3-4)CC2)c1	17%&-3%	8%	13%[57.1 µM]	3%[57.1 µM]	1%&1%	-10%&3%	-7%&-18%	-4&3	40%&42%[activator]
COc1ccc(C2CC(=O)N(CC(=O)Nc3ccc(C(F)(F)F)cc3)c3ccccc3S2)cc1 (centres undefined)	3%	-8%	31%	2%	4%	6%	-19%	-28	23%
CCC(C)c1ccccc1N1CC(C(=O)N2CCN(S(=O)(=O)c3ccc(F)cc3)CC2)CC1=O (centres undefined)	3%	-7%	-6%	-12%	0%	7%	-3%	5	10%
COC(=O)C(C)Sc1nc(NCc2ccccc2)nc(N(C)C)n1 (centres undefined)	-7%	-14%	32%[57.1 µM]	16%[57.1 µM]	-9%	6%	-22%	-2	5%
CCN(CC)C(=O)CC(c1ccc2c(c1)OCO2)c1c(O)cc(OC)cc1OC (centres undefined)	7%	-2%	6%&7%	-1%&4%	-1%&0%	-8%[38.3 µM]	?	5	15%&34%
CCN(CC)CC(=O)Nc1ccc(/C(C)=N/NC2=NCCN2)cc1	23%	.	22%	3%	-4%	3%	-18%	-2	48%[activator]
Cc1ccc(Cl)cc1NC(=O)c1cccc(NC(=O)N2CCSc3ncccc32)c1	-9%	1%	14%	0%	0%	1%	?	1	15%
COc1cc2c(cc1OC)C(c1ccc3c(c1)OCO3)C1=C(CC(C)(C)CC1=O)N2 (centres undefined)	17%	-4%	17%	14%	-7%	?	-23%	-5	0%
O=C(COC(=O)CCC(=O)c1ccc(Cl)cc1)NCc1ccco1	-5%	?	?	4%	?	-5%	-2%	-2	-14%
Cc1noc(C)c1CSc1nnc(-c2ccncc2)n1-c1ccc(Cl)c(Cl)c1	13%	-9%	6%[57.1 µM]	1%[57.1 µM]	4%	2%	0%	-3	42%[activator]
Cc1ccc(OCc2cc(C(=O)NCCn3cccn3)no2)cc1C	-14%	-1%	-11%	-7%	-4%	7%	-12%	8	26%
O=C(O)c1ccc(C[n+]2c(-c3ccccc3)csc2Nc2ccccc2)cc1	8%	15%	6%	0%	-2%	-21%	-15%	3	?
Cc1ccc(NC(=O)CSc2nnc3nc(C)cc(C)n23)cc1	-9%	4%	-3%	-3%	-2%	11%	6%	-3	59%[activator]
Cc1nn2c(nc(N3CCCCC3)c3ccccc32)c1C=O	-3%	6%	-4%[57.1 µM]	0%[57.1 µM]	-2%	-21%	-21%	-4	142%[activator]
O=C(CSCc1ccccc1F)NCc1ccccc1	2%	-9%	14%[57.1 µM]	-6%[57.1 µM]	-2%	6%	-15%	-2	40%
CC(NC(=O)c1cccc(S(=O)(=O)N2CCc3ccccc32)c1)c1ccco1 (centres undefined)	4%	2%	5%	3%	11%	27%	-12%	-3	4%
CCOc1ccc(N2C(=O)C3ON(C)C(c4ccc([N+](=O)[O-])cc4)C3C2=O)cc1 (centres undefined)	-1%	-1%	9%	-6%	1%	-3%	-13%	1	42%[activator]
CN(C)CCCNC(=O)CCc1nc2ccccc2c(=O)[nH]1	8%	1%	4%	2%	-5%	1%	-7%	-7	9%
N#Cc1ccc(Nc2nc(-c3ccc(O)cc3O)cs2)cc1C(F)(F)F	1%	-12%	22%	-5%	7%	?	-19%	8	-17%
CCSc1nnc(NC(=O)c2cc(OC)c(OC)c(OC)c2)s1	-2%	i	13%	-6%	9%	5%	-13%	4	22%

As entered above.
Under rTrxR1 inhibitor, COC(=O)c1cc(OC)c(OC)cc1NCC(=O)Nc1cccc(C(F)(F)F)c1 has -28%
Under mIDH1 inhibitor, COc1ccc(C2CC(=O)N(CC(=O)Nc3ccc(C(F)(F)F)cc3)c3ccccc3S2)cc1 (centres undefined) has 6%
Under GLS inhibitor, CCOc1ccc(N2C(=O)C3ON(C)C(c4ccc([N+](=O)[O-])cc4)C3C2=O)cc1 (centres undefined) has -1%
Under PI4K2A inh, O=C(O)c1ccc(C[n+]2c(-c3ccccc3)csc2Nc2ccccc2)cc1 has 3
Under PI4K2A inh, COC(=O)C(C)Sc1nc(NCc2ccccc2)nc(N(C)C)n1 (centres undefined) has -2

New compounds follow
SMILES	GLS inhibitor	PGK inhibitor	rTrxR1 inhibitor	TrxR1 substrate	Pin1 inhibitor	mIDH1 inhibitor	USP1-UAF1 inh	PI4K2A inh	HP1b chromo inh
COC(=O)c1ccc(NC(=S)NC(=O)C2CCC2)cc1	16%	2%	-34%	-1%	-10%	-2%	-11%	2	47%[activator]
Cc1cccc(NC(=O)c2cc(S(=O)(=O)N3CCC4(CC3)OCCO4)ccc2F)c1	6%&5%	-1%&-9%	48%&16%[57.1 µM]	14%&1%[57.1 µM]	?	0%&10%	?	0&6	17%&36%
c1coc(-c2nnc(SCc3nc4ccccc4[nH]3)o2)c1	-1%	-1%	-4%	4%	21%	16%	2%	7	34%[activator]
O=C(Nc1nnc(SCc2ccc(F)cc2)s1)c1ccccn1	0%	-4%	17%[57.1 µM]	-22%[57.1 µM]	-10%	7%	-12%	-22	65%[activator]
Cc1ccc(C(=O)Nc2nnc(S(=O)(=O)N(C)Cc3ccc(F)cc3)s2)cc1	3%	i	18%	2%	15%	40%[activator]	-5%	-2	44%[activator]
Oc1cccc(Nc2nc(NCC3CCCO3)c3ccccc3n2)c1 (centres undefined)	-7%	i	23%[57.1 µM]	-9%	-5%	2%	-19%	6	-16%
O=C(Cn1c(=O)sc2ccccc21)Nc1ccc(S(=O)(=O)N2CCCC2)cc1	-6%	-1%	9%	-9%	4%	2%	-22%	-2	20%
Cc1cc(C)c(NC(=O)Nc2csc3c2CCCC3)c(C)c1	-4%	i	19%	1%	-1%	-15%	18%	3	8%
CCNS(=O)(=O)c1ccc(CCC(=O)Nc2cc(Cl)ccc2Oc2ccccc2)cc1	-12%	.	2%	-11%	12%	2%	-14%	-13	6%
C(=Cc1cnc2ccccc2n1)c1ccc2c(c1)OCO2	1%	?	.	.	.	-2%	-10%	-25	.
C=CC[n+]1c(-c2ccc(Cl)cc2Cl)csc1Nc1ccc(NC(C)=O)cc1	5%	i	-1%[57.1 µM]	-5%[57.1 µM]	?	-4%	-18%	3	?
Cc1ccc(-c2cc(O)cc3sc(=O)oc23)cc1C	5%	i	15%	-4%	0%	3%	-27%	0	4%[57 µM]
COc1ccc(NC(=O)[C@@H](NC(N)=O)C(C)C)cc1Cl	-2%	i	15%	-3%	-1%	-1%	-8%	1	18%
C=CCn1cnnc1SCC(=O)N(C)CC1COc2ccccc2O1 (centres undefined)	2%	-10%	11%[57.1 µM]	-11%	-11%	3%	-6%	2	14%
N#CCCN(C(=O)CSc1ccc2c(c1)OCCO2)c1ccc(F)cc1	4%	6%	45%[activator]	4%	2%	3%	-8%	-7	31%
